FBPA Giardia inh = blocks Giardia fructose-bisphosphate aldolase activity. Potency, µM (top dose mostly 59.6 µM), for the others: top-dose activity, negative = inhibition, usual class: inhibitors. 0.71% of 290,000 active. AID 2451. purified Giardia FBPA; further: potency means the concentration at half of the fitted maximal effect; on the % scale 0 is the no-effect control and ±100 the full control effect; nearly all actives have a fitted effect of over 55% in size
Target sequence (A8B2U2 whole entry, looked up): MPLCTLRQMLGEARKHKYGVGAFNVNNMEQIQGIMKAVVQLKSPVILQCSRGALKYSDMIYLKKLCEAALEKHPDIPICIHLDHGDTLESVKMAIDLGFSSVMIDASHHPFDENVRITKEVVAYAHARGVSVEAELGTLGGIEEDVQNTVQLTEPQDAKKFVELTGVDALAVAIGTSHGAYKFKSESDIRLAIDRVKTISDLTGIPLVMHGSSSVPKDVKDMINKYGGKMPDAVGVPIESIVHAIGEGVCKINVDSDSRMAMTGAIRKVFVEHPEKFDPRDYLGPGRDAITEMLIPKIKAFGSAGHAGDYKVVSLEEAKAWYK
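40 nM FBPA preincubated 10 min at RT with compound (up to 57.5 uM final), then substrate plus GAPDH/TPI/NAD/arsenate coupling and diaphorase/resazurin added. Fluorescence read after 20 min at RT, 525/598 nm.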
AmpC no deterg = inhibitors of E. coli AmpC beta-lactamase without detergent. AmpC nitrocefin hydrolysis, absorbance 480 nm, 0.0001% Triton. AID 485341. 0.52% of 330,000 active. P00811. Potency, µM (highest dose often 57.1 µM), for inactives: at the highest dose activity change, negative = inhibition, most hits filed as inhibitors;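 further: potency means the concentration at half of the fitted maximal effect; plate controls were no compound for no effect and no enzyme for full effect; nearly all actives have a fitted effect of over 20% in size; some results filed as inactive show a strong effect at the top dose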
Target sequence (P00811 whole entry, looked up): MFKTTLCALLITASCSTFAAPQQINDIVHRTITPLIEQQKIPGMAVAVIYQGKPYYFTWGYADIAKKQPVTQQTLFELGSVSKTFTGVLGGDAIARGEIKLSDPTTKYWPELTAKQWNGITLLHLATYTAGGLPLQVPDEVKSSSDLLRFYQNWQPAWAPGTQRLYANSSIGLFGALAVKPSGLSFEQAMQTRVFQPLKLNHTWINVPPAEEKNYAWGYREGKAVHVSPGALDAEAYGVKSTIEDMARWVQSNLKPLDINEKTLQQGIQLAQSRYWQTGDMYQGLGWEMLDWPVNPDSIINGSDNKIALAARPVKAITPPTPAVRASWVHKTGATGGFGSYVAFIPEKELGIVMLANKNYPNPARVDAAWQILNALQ
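AmpC (5.3 nM in the dispensed reagent) in 20 mM phosphate pH 7.0 with 0.01% (detergent screen) or 0.0001% Triton X-100 was preincubated with compounds for 15 min at room temperature. Nitrocefin was then added from an 800 uM solution, and hydrolysis was followed at 480 nm.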
AMA1-RON2 inh = disrupts binding of P. falciparum AMA1 to RON2; AlphaScreen AMA1-biotinylated RON2 peptide binding; Potency, µM (top dose mostly 58.2 µM), for inactives: at the top dose activity change, negative = inhibition, actives largely listed as inhibitors; 0.2% of 360,000 active;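 further: potency means the concentration at half of the fitted maximal effect; 0% = vehicle wells and -100% = peptide control; nearly all actives have a fitted effect of over 45% in size; some results filed as inactive show a strong effect at the top dose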
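AMA1 (3D7) with his tag at 25 nM final met compounds first, then biotinylated RON2 peptide at 25 nM; detection used donor plus acceptor beads, 10 µg/mL apiece, read by AlphaScreen after 30 min at room temperature.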
AmpC detergent = AmpC beta-lactamase inhibition with detergent present | P00811 | AmpC hydrolysis of nitrocefin, absorbance 480 nm, 0.01% Triton | Potency, µM (highest dose often 114 µM), without a hit: at the highest dose activity change, negative = inhibition, usual class: inhibitors | 0.041% of 370,000 active | AID 485294;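 further: potency means the concentration at half of the fitted maximal effect; 0% = no-compound wells and -100% = no-enzyme wells; nearly all actives have a fitted effect of over 25% in size; some results filed as inactive show a strong effect at the top dose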
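20 mM phosphate pH 7.0 + 0.01% (detergent screen) or 0.0001% Triton X-100; 5.3 nM AmpC reagent; cpd preinc 15 min RT; nitrocefin (800 uM stock) to start; A480 q20 s × 4 min; Activity was normalised to no-enzyme and no-compound control wells.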
HCMV inh = inhibitors of human cytomegalovirus | HFF cells, HCMV-luciferase reporter, 72 h; stronger effect = lower value | activity change, negative = inhibition, % at 57.5 µM | 4.5% of 410,000 active | AID 1259415; in the data active means activity change below about -60%; inconclusive means no clear call, values can overlap the other calls; inactive means above about -39%; further: on the % scale 0 is the no-effect control and ±100 the full control effect
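HFF cells seeded 16 h at 37C, treated with compounds, infected with luciferase-reporter HCMV at MOI 1 PFU/cell; luciferase read at 72 h post infection, normalized to buffer-only and Salinomycin controls.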
Cycloheximide cs = counter-screen for Shiga toxin inhibitors: cycloheximide protein synthesis inhibition; 12% of 300,000 active; AID 2314; max response, %; cell reporter, cycloheximide protein synthesis inhibition counterscreen; in the data active means max response mostly above about 13%, no sharp cut-off; inactive means mostly below about 14%; further: read at 38.3 µM for the half of the compounds with a filed dose; 0% is about no effect
Shiga inhibitor = inhibitors of Shiga toxin in Vero cells. Vero cells, Shiga toxin protein synthesis inhibition reporter. inhibition, % at 38.7 µM. 9.2% of 290,000 active; in the data active means inhibition mostly above about 28%, no sharp cut-off; inactive means mostly below about 43%; further: 0% is about no effect
An asterisk follows results filed as active; ? = inconclusive; / = no result given; + = active, no number; [ ] = another dose, or the depositor's remark. Unless noted, the call rests on the fitted dose curve; in most records, active means well fitted curve in the direction sought with a large enough effect; inconclusive means small, poorly fitted or top-dose-only effect, or another doubt; inactive means no such curve, though single readings can be large; an effect the other way counts as inactive or inconclusive.

Values run as follows: HCMV inh	FBPA Giardia inh	Shiga inhibitor	Cycloheximide cs	AMA1-RON2 inh	AmpC detergent	AmpC no deterg
- CCOC(=O)Cn1cnc2c(nnn2-c2ccccc2)c1=O
→ /	8%	22	7	-2%	?	-15%
- COC(=O)c1[nH]c2cccc(C)c2c1NC(=O)CN1CCN(C(=O)c2ccco2)CC1
→ 30	-1%	16	-7	-5%	10%	23%
- Cc1ccc(OCC(=O)Nc2ccc(N(C)C)cc2)cc1
→ 2	3%	10	-2	-16%	0%	-19%
- CCN(CC)Cc1c(C(=O)N/N=C/c2ccccn2)nnn1-c1nonc1N
→ -26	/	-10	-2	100%[activator]	-8%	-3%
- CCCc1c(C(=O)N/N=C(/C)c2ccncc2)nnn1-c1nonc1N
→ 45	8%	2	2	8%	-8%	5%
- O=C(C1CC(=O)N(c2ccc(Cl)cc2)C1)N1CCCCCC1 (stereo not given)
→ 11	-2%	-9	3	-1%	-1%	-7%
- COc1cc(OC)cc(-c2nnc(NC(=O)CCS(=O)(=O)c3ccc(C)cc3)o2)c1
→ -8	/	/	/	77%[activator]	-18%	-29%
- CN(Cc1ccccc1)C(=O)COC(=O)c1cc(NS(=O)(=O)c2cccs2)ccc1O
→ -22	-15%	6	-2	-5%	-12%	-27%
- Cc1c(Cl)cccc1NC(=O)CNc1cccc(S(=O)(=O)N(C)C)c1
→ -11	2%	-5	-1	12%	4%	-10%
- COc1ccc(CNC(=O)C(=O)NCC2OCCN2S(=O)(=O)c2cccs2)cc1 (stereo not given)
→ 7	0%	-14	-1	29%	?	-22%
- Cn1c(SCC(=O)Nc2ccccc2C(F)(F)F)nc2c(c1=O)SCC2
→ -34	/	-18	-1	7%	0%	-15%
- NC(=S)NCc1cccnc1
→ 5	-13%	-6	-3	1%	6%	-11%
- C/C(=C\c1ccccc1F)C(=O)c1c(C)cc(C)[nH]c1=O
→ -19	7%	-5	-2	-7%	1%	-3%
- CCOC(=O)C(Cc1c[nH]c2ccccc12)NC(=O)c1ccccc1Br (stereo not given)
→ 78	2%	53*	37*	-22%	3%	-24%
- Cc1cccc2sc(NNC(=O)C3COc4ccccc4O3)nc12 (stereo not given)
→ 53	8%	-4	-1	120%[activator]	?	-31%
- Cn1c(=O)c2c(ncn2CC(O)CNc2ccc(F)cc2)n(C)c1=O (stereo not given)
→ 11	0%	-8	1	-6%	-8%	5%
- CCOC(=O)C1CCCN(c2c(NCCc3ccccc3)c(=O)c2=O)C1 (stereo not given)
→ 3	6%	-4	-1	-25%	0%	89%[activator]
- Cc1cnc(NC(=O)c2ccc3c(c2)OCCO3)s1
→ -80*	/	/	/	0%	-11%	-13%
- O=C(CSc1ncc(-c2ccccc2)nn1)NCc1ccco1
→ -20	1%	-4	-2	-6%	0%	-24%
- CCN(CC)CCNC(=O)c1ccc(Cl)c(S(=O)(=O)Nc2ccccc2OC)c1
→ 15	0%	-7	-4	-7%	-4%	-21%
- O=C1CCCc2c1cc(C(=O)NCCCN1CCOCC1)c(=O)n2-c1ccc(Cl)cc1
→ -25	-23%	-8	-5	10%	0%	-1%
- O=S(=O)(c1ccc(NCc2ccc(F)cc2)nc1)N1CCCC1
→ 50	-2%	-5	6	-10%	-13%	-24%
- Cc1nc(C)c(C(=O)N(c2ccccc2F)C(C(=O)NCC2CCCO2)c2ccccc2)s1 (stereo not given)
→ -2	4%	-20	-4	12%	-3%	129%[activator]
- CCCOC(=O)CSC1=C(C#N)C(c2ccccc2OCC)C(C#N)C(=O)N1 (stereo not given)
→ ?	11%	-11	-2	6%	-21%	-26%
- Cc1ccc(C)c(COc2coc(CN3CCN(C(=O)c4ccco4)CC3)cc2=O)c1
→ -17	/	/	/	8%	0%	72%[activator]
- CCOC(=O)Cn1cnc2c(nnn2Cc2ccc(Cl)cc2)c1=O
→ -14	5%	0	1	5%	?	-3%
- COc1ccc(S(=O)(=O)N2c3ccccc3OCC2c2ccccc2)cc1 (stereo not given)
→ ?	4%	-1	4	5%	-3%	-24%
- CC1(c2ccc3ccccc3c2)NC(=O)N(CC(=O)N2CCN(c3ccccc3O)CC2)C1=O (stereo not given)
→ -22	/	-24	-3	5%	3%	114%[activator]
- Nc1ccc(/C=C/C(=O)c2ccco2)cc1
→ 1	-9%	+	69*	-6%[2.32 µM]	-8%	-47%
- CCc1cc(=O)oc2cc(OC(C)C(=O)NCC3CCC(C(=O)O)CC3)c(Cl)cc12 (stereo not given)
→ 18	3%	-11	-2	8%	?	-18%

The list goes on (2 carried over from the part before).
Values run as follows: HCMV inh	FBPA Giardia inh	Shiga inhibitor	Cycloheximide cs	AMA1-RON2 inh	AmpC detergent	AmpC no deterg
- Nc1ccc(/C=C/C(=O)c2ccco2)cc1
→ 1	-9%	+	69*	-6%[2.32 µM]	-8%	-47%
- CCc1cc(=O)oc2cc(OC(C)C(=O)NCC3CCC(C(=O)O)CC3)c(Cl)cc12 (stereo not given)
→ 18	3%	-11	-2	8%	?	-18%
- CCOC(=O)c1c(C)[nH]c(C(=O)COC(=O)C(C)Oc2ccc(Cl)cc2Cl)c1C (stereo not given)
→ 39	-4%	-7	0	-25%	-1%	-8%
- COc1cccc(/C=N/NC(=S)Nc2cccc(C(=O)O)c2)c1O
→ 52	17%	30	13	-80%	-1%	-30%
- CNC(=O)/C(C#N)=C/c1cn(CC(=O)NCc2ccco2)c2ccccc12
→ -5	0%	5	-5	-4%	-5%	1%
- COc1ccc(C2CC(c3ccccc3)=NN2C(=O)COC(=O)c2ccc(Cl)nc2)cc1 (stereo not given)
→ 3	-2%	22	12	-6%	-3%	-13%
- CSc1ncc(/C=C2/C(=O)NC(=O)N(C3CCCCC3)C2=O)cn1
→ 196	5%	4	6	-2%	2%	-8%
- CCC1(CC)NC(=O)NC1=O
→ -17	-5%	1	-3	-3%	?	-5%
- COC(=O)[C@H](C)NC(=O)Nc1ccc(OC)cc1OC
→ 0	-2%	-11	-4	5%	-9%	-8%
- COC(=O)c1cc(NC(=O)c2ccc([N+](=O)[O-])cc2)c(=O)oc1C
→ -11	-2%	-2	-5	-2%	2%	-20%
- CN1CCN(C(=O)CC23CC4CC(CC(C4)C2)C3)CC1
→ -18	6%	-14	-2	13%	?	8%
- Cc1cccc(Cn2cnc3c(nnn3Cc3ccc(F)cc3)c2=O)c1
→ 12	4%	-17	-2	3%	-19%	-19%
- CCOC(=O)c1[nH]c(C)c(C(=O)NC(C)CC)c1C (stereo not given)
→ 19	1%	-17	2	-3%	-12%	-4%
- CCC(=O)n1nc(-c2ccco2)nc1SCc1ccccc1
→ 39	-11%	32*	35*	-6%	1%	-28%
- NC(=O)CN1C(=O)C(=O)N(Cc2cccc(C(F)(F)F)c2)C1=O
→ -10	3%	2	5	-5%	-10%	23%
- CC(NC(=O)NCCCn1ccnc1)(C(F)(F)F)C(F)(F)F
→ 1	-1%	-23	-3	-19%	-15%	0%
- Cc1ccc(C(=O)Nc2cc(=O)n(C)c(=O)n2C)cc1C
→ 7	-1%	2	-1	-4%	1%	-14%
- CC(C)(C)n1nnnc1CN1CCN(C2CCCC2)CC1
→ 9	9%	-3	0	14%	-2%	-19%
- CN(Cc1nc(Cc2cccc(F)c2)no1)CC1COCCO1 (stereo not given)
→ -22	0%	2	-2	-6%	1%	-26%
- Cn1c(C(=O)N2CCN(Cc3ccc4c(c3)OCO4)CC2)cc2c(=O)n(C)c3ccccc3c21
→ 30	-16%	-7	-6	-14%	?	48%
- O=C(Nc1ccnn1C1CCN(Cc2ccccc2F)CC1)C1CCCC1
→ 3	/	-4	-4	7%	-4%	17%
- CC(C(=O)Nc1ccccc1)c1ccc(-c2ccccc2)c(F)c1 (stereo not given)
→ /	0%	-4	-3	11%	?	11µM*
- O=C(N/N=C1\CCc2ccccc21)c1ccc(O)cc1
→ 20	-15%	57*	43*	2%	3%	-21%
- CCc1ccccc1Nc1nc(N)nc(COC(=O)C2CCN(C(=O)c3ccc(F)cc3)CC2)n1
→ -8	/	/	/	8%	?	94%[activator]
- Cc1ccc(N2C(=O)N(CC(=O)N3CCCc4ccccc43)C(=O)C2C)cc1 (stereo not given)
→ 26	/	-15	11	2%	?	11%
- O=C(c1cccs1)N1CCCC(N2CCN(c3ccc(F)cc3)CC2)C1 (stereo not given)
→ -25	6%	-10	3	-5%	4%	16%
- Cn1c(Cl)c(/C=N/OC(=O)C(C)(C)C)c2ccccc21
→ 21	1%	0	6	-4%	-8%	-20%
- CCOc1ccc(NC(=O)Nc2nc3ccc(S(C)(=O)=O)cc3s2)cc1
→ -15	-5%	-11	-2	-8%	?	-22%
- CC(C)NC(=O)C1CCN(C2CCN(C(=O)C3=CCCC3)CC2)CC1
→ 6	6%	31	-2	-4%	8%	-13%
- Cc1ccc(S(=O)(=O)N(C)CC(=O)N2CCN(Cc3ccc4c(c3)OCO4)CC2)cc1
→ -3	10%	-3	-3	-12%	-7%	115%[activator]
- COC(=O)Nc1sc2c(c1C(=O)NCc1ccco1)CCCC2
→ -35	-2%	2	6	0%	?	-6%
- O=S(Cc1ccc(Cl)cc1)CC(O)(c1ccccc1)c1ccccc1 (stereo not given)
→ 28	5%	-4	-2	1%	-14%	13%

An excerpt from above with just HCMV inh.
smiles,HCMV inh
Cc1ccc(C(=O)Nc2cc(=O)n(C)c(=O)n2C)cc1C,7
CC(C)(C)n1nnnc1CN1CCN(C2CCCC2)CC1,9

(cont.)
Values run as follows: HCMV inh	FBPA Giardia inh	Shiga inhibitor	Cycloheximide cs	AMA1-RON2 inh	AmpC detergent	AmpC no deterg
- O=C(Nc1ccc(Cl)cc1)N1CC2CC(C1)c1cccc(=O)n1C2 (stereo not given)
→ 144	/	33	28*	-1%	2%	-17%
- O=C(CCN1C(=O)c2ccccc2C1=O)Nc1ccc(F)cc1
→ -16	0%	-5	1	39%[activator]	1%	-6%
- Cc1ccc(NC(=S)N(C)C)cc1C
→ -8	0%	11	-4	9%	-10%	-15%
- COc1ccc(CN2CCC(C(=O)c3ccc(Cl)cc3)CC2)cc1
→ -37	3%	/	-3	3%	-12%	-7%
- CN(C)c1ccnc(NCc2ccccc2)c1C#N
→ 30	9%	55*	30*	-19%	3%	-10%
- CC(=O)c1cn(-c2ccc(Cl)cc2)c(=O)[nH]c1=O
→ 13	5%	-13	-5	-6%	8%	-26%
- O=C(CN1CCCCCCC1)N/N=C/c1ccc(F)c(F)c1
→ ?	-14%	30	2	-9%[2.32 µM]	-1%	-10%
- O=[N+]([O-])c1ccc(Cl)c(/C=N/NC(=S)Nc2ccccc2)c1
→ 94	-17%	-12	1	39%[activator]	?	3%
- CCCOc1cccc(C(=O)Nc2cccc3ncccc23)c1
→ -26	11%	-7	-1	-11%	-1%	-10%
- O=C(Nc1nnc(COc2ccc(Cl)cc2)s1)C1CCCO1 (stereo not given)
→ ?	-9%	19	8	9%	-8%	25%

Bioassay records: PubChem BioAssay, National Center for Advancing Translational Sciences (NCATS)
